Mcl1 Noxa PPI – disrupts binding of human Mcl-1 to Noxa peptide | Q07820 | TR-FRET Mcl-1/Noxa peptide binding, 2 h | inhibition, % at 21.7 µM | hit rate 1.5% among 220,000 | AID 1022;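 active = compounds that cut the protein-peptide binding signal by more than 50% relative to plate controls in a single-dose test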;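 note: His-tagged Mcl-1 with rhodamine Noxa BH3 peptide and terbium anti-His antibody; 0% = Mcl-1 plus Noxa peptide wells and 100% = peptide-only wells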
Target sequence (Q07820 whole entry, looked up): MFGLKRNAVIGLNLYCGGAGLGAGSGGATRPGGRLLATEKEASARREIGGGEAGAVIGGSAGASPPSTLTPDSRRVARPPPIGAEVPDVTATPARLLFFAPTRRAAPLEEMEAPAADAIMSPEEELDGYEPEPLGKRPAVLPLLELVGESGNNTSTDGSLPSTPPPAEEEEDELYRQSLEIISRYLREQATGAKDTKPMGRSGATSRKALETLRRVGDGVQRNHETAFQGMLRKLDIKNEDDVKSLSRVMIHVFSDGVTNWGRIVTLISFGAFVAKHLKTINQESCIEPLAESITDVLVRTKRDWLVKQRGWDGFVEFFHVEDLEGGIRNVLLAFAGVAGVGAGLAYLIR
RGS7-Gao – human RGS7-Galphao interaction regulation. Multiplexed bead flow cytometry, RGS7-Galphao binding; actives lie on both sides. binding response (% of control), % at 10 µM. hit rate 0.35% among 220,000. AID 1439; in the data active = binding response below about 49% or above about 150%; inconclusive = no clear call, values can overlap the other calls; inactive = in between;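 note: fluorescent Galphao held in activated GDP-AlF4 state binding bead-coupled RGS7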
Bim-Bcl-XL – disrupts Bim peptide binding to human Bcl-XL. bead flow cytometry, fluorescence. inhibition, % at 10 µM. hit rate 0.04% among 190,000. AID 1007
Target sequence (Q07817 whole entry, looked up): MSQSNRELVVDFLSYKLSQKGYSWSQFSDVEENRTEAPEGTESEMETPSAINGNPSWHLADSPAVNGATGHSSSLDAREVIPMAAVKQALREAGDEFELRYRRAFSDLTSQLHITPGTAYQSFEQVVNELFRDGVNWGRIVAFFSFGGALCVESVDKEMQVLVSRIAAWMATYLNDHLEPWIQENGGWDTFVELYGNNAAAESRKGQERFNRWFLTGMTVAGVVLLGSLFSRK
Bcl-W Bim block – human Bim-Bcl-W interaction inhibition; bead-based flow cytometry, Bim peptide-Bcl-W binding; Q92843; inhibition, % at 10 µM; AID 952; hit rate 0.02% among 190,000;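 note: 0% = bound tracer without compound and 100% = peptide blocker; higher means less fluorescent Bim peptide bound to Bcl-W beads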
Target sequence (Q92843 whole entry, looked up): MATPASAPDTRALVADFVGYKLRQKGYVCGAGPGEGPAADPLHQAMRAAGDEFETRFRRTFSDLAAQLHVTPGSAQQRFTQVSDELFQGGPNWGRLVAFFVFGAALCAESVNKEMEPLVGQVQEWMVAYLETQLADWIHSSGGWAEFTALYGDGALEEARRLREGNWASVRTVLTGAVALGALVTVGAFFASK
Bcl-2 Bim block – human Bim-Bcl-2 interaction inhibition; P10415; Bead-based flow cytometry, Bim peptide-Bcl-2 binding; inhibition, % at 10 µM; hit rate 0.06% among 190,000; AID 950; in the data active = inhibition above about 40%; inconclusive = no clear call, values can overlap the other calls;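 note: 0% = no compound wells with probe peptide and 100% = reference peptide inhibitor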
Target sequence (P10415 whole entry, looked up): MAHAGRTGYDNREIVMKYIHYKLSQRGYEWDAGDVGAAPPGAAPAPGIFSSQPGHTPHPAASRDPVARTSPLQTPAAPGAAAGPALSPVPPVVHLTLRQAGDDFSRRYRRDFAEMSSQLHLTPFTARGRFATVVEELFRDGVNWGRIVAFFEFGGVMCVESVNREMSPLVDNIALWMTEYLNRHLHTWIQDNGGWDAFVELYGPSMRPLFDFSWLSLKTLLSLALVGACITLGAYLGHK
Mcl-1 Bim block – inhibitors of Bim-Mcl-1 interaction, human; Q07820; Bead-based flow cytometry, Bim peptide-Mcl-1 binding; inhibition, % at 10 µM; hit rate 0.1% among 190,000; AID 1009;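 note: 0% = no compound tracer wells and 100% = peptide blocker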
RGS4-Gao reg – human RGS4-Galphao interaction regulation | AID 1415 | Multiplexed bead flow cytometry, RGS4-Galphao binding; actives lie on both sides | hit rate 0.33% among 220,000 | binding response (% of control), % at 10 µM; in the data active = binding response below about 49% or above about 150%; inactive = in between;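 note: fluorescent Galphao activated with aluminum fluoride binding bead-coupled RGS4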
Bim-Bcl-B – disrupts Bim peptide binding to human Bcl-B; Q9HD36; bead-based flow cytometry; inhibition, % at 10 µM; hit rate 0.073% among 190,000; AID 951;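 note: 0% = tracer peptide without compound and 100% = reference inhibitor peptide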
Bfl-1 Bim block – human Bim-Bfl-1 interaction inhibition; Q16548; Bead-based flow cytometry, Bim-Bfl-1 binding inhibition; inhibition, % at 10 µM; hit rate 0.12% among 190,000; AID 1008;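 note: 0% = wells without compound plus tracer and 100% = blocker peptide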
Mcl1 Bid PPI – disrupts binding of human Mcl-1 to Bid peptide; AID 1021; inhibition, % at 21.7 µM; Q07820; TR-FRET Mcl-1/Bid-Dy647 peptide binding, 1536-well; hit rate 0.97% among 220,000;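 active = compounds that cut the binding signal by more than half at the single screening dose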;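 note: His-tagged Mcl-1 with europium anti-His antibody binding Bid BH3 peptide; 0% = Mcl-1 plus peptide wells and 100% = peptide-only wells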
RGS8-Gao reg – regulators of human RGS8-Galphao interaction; P09471; multiplexed bead flow cytometry, RGS8-Galphao binding; actives lie on both sides; response (percent of control binding), % at 10 µM; hit rate 0.34% among 220,000; AID 1423; in the data active = response below about 60% or above about 140%; inactive = in between;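 note: Galphao activated as the GDP aluminium fluoride complex binding bead-coupled RGS8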
Numbers without * were called inactive; ? = inconclusive; nt = not tested or not shown. Cut-off read from the data, not from the text of the source, unless noted: active = inhibition above about 40%.

Mcl1 Noxa PPI,RGS7-Gao,Bim-Bcl-XL,Bcl-W Bim block,Bcl-2 Bim block,Mcl-1 Bim block,RGS4-Gao reg,Bim-Bcl-B,Bfl-1 Bim block,Mcl1 Bid PPI,RGS8-Gao reg,mol
-21,97,-1,0,-8,0,97,-9,-13,-11,98,O=C(Nc1ccc(Cl)cn1)c1cccc(S(=O)(=O)N2CCOCC2)c1
-4,94,3,-3,-6,-4,97,-3,-5,-22,102,CC(C)(C)c1ccc(OCCNC(=O)c2ncn[nH]2)cc1
5,101,-2,0,0,-2,98,-2,-1,-4,104,CCN(CC)C(=O)c1ccc(NS(=O)(=O)c2ccc(/C=C/C(=O)O)cc2)cc1
-9,57,-8,-2,-11,-4,57,-10,-16,3,68,CCOc1ccc(C(=O)c2cc([N+](=O)[O-])ccc2Cl)cc1
20,93,1,0,0,1,98,2,0,-17,96,CS(=O)(=O)N(Cc1ccc(F)cc1)Cc1nc2ccccc2c(=O)[nH]1
22,107,-2,-2,-1,-4,105,-7,-2,-48,104,COc1ccc(C(=O)NC(=S)Nc2ccccc2F)cc1
20,100,0,0,0,-1,98,-3,0,-33,102,Fc1ccc(C(c2nnnn2CCc2ccccc2)N2CCCc3ccccc32)cc1 (centres undefined)
0,98,3,-3,-12,-3,101,-10,-17,11,103,Cc1ccc(SCC2CNc3nc4ccccc4c(=O)n32)c(C)c1 (centres undefined)
26,?,nt,nt,nt,nt,104,nt,nt,-30,98,Cc1nn(C)c(C(=O)Sc2cccc(Cl)c2)c1[N+](=O)[O-]
10,100,0,1,-2,-1,101,1,-1,4,103,O=C(CSc1nc2[nH]ncc2c(=O)n1-c1ccccc1Cl)N1CCCC1
63*,101,-7,-3,-2,-2,99,-2,-5,-13,98,CCn1c2ccccc2c2cc(/C=N/NC(=O)c3cc(O)cc(O)c3)ccc21
8,100,-3,0,-5,0,94,-2,-10,1,98,COc1ccc(-c2onc(C)c2-c2ccccc2)c(O)c1

Some of the entries so far, with two lines to a compound.
Values run as follows: Mcl1 Noxa PPI, RGS7-Gao, Bim-Bcl-XL, Bcl-W Bim block, Bcl-2 Bim block, Mcl-1 Bim block, RGS4-Gao reg, Bim-Bcl-B, Bfl-1 Bim block, Mcl1 Bid PPI, RGS8-Gao reg
CCOc1ccc(C(=O)c2cc([N+](=O)[O-])ccc2Cl)cc1
    -9, 57, -8, -2, -11, -4, 57, -10, -16, 3, 68
CS(=O)(=O)N(Cc1ccc(F)cc1)Cc1nc2ccccc2c(=O)[nH]1
    20, 93, 1, 0, 0, 1, 98, 2, 0, -17, 96
COc1ccc(C(=O)NC(=S)Nc2ccccc2F)cc1
    22, 107, -2, -2, -1, -4, 105, -7, -2, -48, 104
Fc1ccc(C(c2nnnn2CCc2ccccc2)N2CCCc3ccccc32)cc1 (centres undefined)
    20, 100, 0, 0, 0, -1, 98, -3, 0, -33, 102
Cc1ccc(SCC2CNc3nc4ccccc4c(=O)n32)c(C)c1 (centres undefined)
    0, 98, 3, -3, -12, -3, 101, -10, -17, 11, 103
Cc1nn(C)c(C(=O)Sc2cccc(Cl)c2)c1[N+](=O)[O-]
    26, ?, nt, nt, nt, nt, 104, nt, nt, -30, 98

(cont.)
Mcl1 Noxa PPI,RGS7-Gao,Bim-Bcl-XL,Bcl-W Bim block,Bcl-2 Bim block,Mcl-1 Bim block,RGS4-Gao reg,Bim-Bcl-B,Bfl-1 Bim block,Mcl1 Bid PPI,RGS8-Gao reg,mol
10,98,0,1,-1,0,98,-5,-5,-8,98,Cc1nc2cc(-c3ccccc3)nn2c(C)c1CCC(=O)NCc1ccco1
-9,86,-6,-1,2,-3,103,-1,1,-7,94,Cc1ccc(NC(=O)CCNC(=O)c2ccccc2Cl)cc1S(=O)(=O)N(C)C
16,?,-1,-2,-3,0,99,-6,-9,-36,99,CCOC(=O)NC(=O)CSc1nc2ccc(C)cc2[nH]1
10,?,nt,nt,nt,nt,101,nt,nt,-46,99,CCN1CCN(Cc2ccc(NC(=O)c3ccc(C)c(NC(=O)c4ccc5n[nH]nc5c4)c3)cc2C(F)(F)F)CC1
-8,104,-4,2,-6,-1,98,-7,-10,-44,112,ClC(=C\c1ccccc1)/C=N/N1CCN(c2ccccn2)CC1
14,103,-10,0,-11,-3,111,-10,-14,-4,104,Cc1cccc(Nc2nnc(C)c(=O)n2N)c1
11,104,-14,0,-7,3,109,-4,-8,6,97,CC(C)OC(=O)CSc1nnc(SCc2cccc3ccccc23)s1
12,100,-3,-1,1,-1,101,-3,-1,2,100,CCOc1ccc2[nH]c(=O)c(CN(CC3CCCN3CC)C(=O)NCc3ccccc3)cc2c1 (centres undefined)
34,102,-3,0,-11,-2,104,-8,-7,-2,103,Cc1ccc(CSc2nnc(-c3ccco3)o2)cc1
4,?,nt,nt,nt,nt,85,nt,nt,-60,94,CC(=Nc1ccc(Br)cc1)c1sc2ccccc2c1O
4,97,-1,3,-2,-1,99,0,-5,-9,100,CCOC(=O)C1=NNC(C(=O)c2ccc(OC)cc2)C1c1ccccc1 (centres undefined)
15,98,-1,0,2,0,97,-3,3,-24,100,COc1ccc(C2=NOC(C(=O)Nc3ccc4c(c3)OCO4)C2)cc1OC (centres undefined)
13,?,2,0,0,0,101,-3,-6,-19,101,CCc1cccc(NC(=O)c2cc(S(=O)(=O)N(C)C)ccc2N2CCCC2)c1
14,97,-1,-1,-1,0,100,-2,0,25,98,CCC(=O)N(CCc1ccccc1)Cc1cc2cc3c(cc2[nH]c1=O)OCO3
15,99,0,0,0,1,99,1,0,-14,100,COc1cc(C(C)=O)ccc1OC(=O)C(C)N1C(=O)c2ccccc2C1=O (centres undefined)
-2,101,-3,0,1,-5,101,2,10,-30,103,COc1ccc(NC(=O)CN(c2ccc([N+](=O)[O-])cc2)S(=O)(=O)c2ccccc2)c(OC)c1
11,101,-4,-4,-6,-3,102,-3,-6,-20,99,Cn1cc(CN2CCN(CCc3ccccc3)C(CCO)C2)cn1 (centres undefined)
14,94,2,0,1,2,93,3,0,-3,79,COc1ccc(-c2nnc(SC(C)C(=O)Nc3c(C)n(C)n(-c4ccccc4)c3=O)o2)cc1 (centres undefined)
15,105,0,0,-2,0,102,-4,-3,-14,102,COc1cc(NC(=O)Nc2cccc([N+](=O)[O-])c2)cc(OC)c1
15,101,-6,0,-1,-7,108,-12,1,-16,99,N#C/C(=C/c1ccc(N2CCCCC2)o1)C(=O)NCCc1c[nH]c2ccccc12
1,101,-7,-6,-4,-11,100,-3,-6,-24,102,COc1cccc(/C=N/N2CCOCC2)c1O
-1,100,-2,-2,-1,-2,101,0,-4,-36,103,CCOc1ccc(N2C(=O)C3C(c4ccc(O)cc4)NC(CCSC)(C(=O)OC)C3C2=O)cc1 (centres undefined)
11,98,7,4,18,12,96,10,22,2,96,Cc1cc(-c2nc3ncccc3o2)ccc1N
11,128,-5,-2,-4,-1,104,-4,-6,-49,97,CC(C)COc1ccc(C(=O)Nc2sc3c(c2C(=O)O)CC(C)(C)OC3)cc1
32,?,-10,-5,-9,-7,101,-27,-5,-20,97,Cn1c(CSCc2ccc(Cl)cc2)n[nH]c1=S
7,98,0,-1,-1,-1,97,-2,0,30,98,CC(C)Cn1cc(C(=O)NCc2cccs2)c2c3ccccc3n(C)c2c1=O
6,106,-3,-5,0,-2,104,-5,-5,-16,101,Cc1cccc(NC(=O)CSc2nnc(C)c(=O)n2N)c1
-5,?,nt,nt,nt,nt,97,nt,nt,1,97,CC(C)Oc1ccc(C(=O)O)cc1
81*,100,0,1,1,0,92,1,0,24,96,CS(=O)(=O)c1ccc(C(=O)NCCN2C(=O)S/C(=C\c3cccnc3)C2=O)cc1[N+](=O)[O-]
-2,102,1,2,0,-1,97,-5,-2,-2,101,O=[N+]([O-])c1cc(/C=N/O)ccc1Oc1cccc(Cl)c1
5,100,-1,0,1,0,104,0,-5,-15,100,C=CCNC(=O)CC1C(=O)NCCN1Cc1c(F)cccc1Cl (centres undefined)
0,nt,nt,nt,nt,nt,92,nt,nt,1,89,Cc1ccc(C(=O)C2CCN(S(=O)(=O)c3c(C)noc3C)CC2)cc1
-14,100,-4,-1,-2,-4,98,-2,-2,34,102,COCCCn1c(C2CCCCC2)nc2oc3cc(OC)ccc3c(=O)c2c1=O
15,100,-2,-3,0,-3,101,-1,-1,-8,101,COC(=O)c1cccc(NC(=O)Cn2cnc3ccccc3c2=O)c1
4,101,-2,-1,-2,-1,103,0,2,-61,99,O=C(Nc1cccnc1)c1coc(=O)c2ccccc12
3,85,-3,-1,-5,0,91,-7,-6,-22,96,Cc1ccc([N+](=O)[O-])cc1NC(=O)CCc1ccccc1

In the list so far, 3 have two or more sulfur atoms.
Mcl1 Noxa PPI,RGS7-Gao,Bim-Bcl-XL,Bcl-W Bim block,Bcl-2 Bim block,Mcl-1 Bim block,RGS4-Gao reg,Bim-Bcl-B,Bfl-1 Bim block,Mcl1 Bid PPI,RGS8-Gao reg,mol
11,104,-14,0,-7,3,109,-4,-8,6,97,CC(C)OC(=O)CSc1nnc(SCc2cccc3ccccc23)s1
32,?,-10,-5,-9,-7,101,-27,-5,-20,97,Cn1c(CSCc2ccc(Cl)cc2)n[nH]c1=S
81*,100,0,1,1,0,92,1,0,24,96,CS(=O)(=O)c1ccc(C(=O)NCCN2C(=O)S/C(=C\c3cccnc3)C2=O)cc1[N+](=O)[O-]

Shown as a hit in Mcl1 Noxa PPI, among the entries above:
Mcl1 Noxa PPI,RGS7-Gao,Bim-Bcl-XL,Bcl-W Bim block,Bcl-2 Bim block,Mcl-1 Bim block,RGS4-Gao reg,Bim-Bcl-B,Bfl-1 Bim block,Mcl1 Bid PPI,RGS8-Gao reg,mol
63*,101,-7,-3,-2,-2,99,-2,-5,-13,98,CCn1c2ccccc2c2cc(/C=N/NC(=O)c3cc(O)cc(O)c3)ccc21
81*,100,0,1,1,0,92,1,0,24,96,CS(=O)(=O)c1ccc(C(=O)NCCN2C(=O)S/C(=C\c3cccnc3)C2=O)cc1[N+](=O)[O-]

Next part:
Mcl1 Noxa PPI,RGS7-Gao,Bim-Bcl-XL,Bcl-W Bim block,Bcl-2 Bim block,Mcl-1 Bim block,RGS4-Gao reg,Bim-Bcl-B,Bfl-1 Bim block,Mcl1 Bid PPI,RGS8-Gao reg,mol
13,101,-5,-3,-2,-1,96,15,-2,-6,100,O=C(c1ccc(Cl)cc1Cl)N1CCC(c2nc3c(nnn3Cc3ccco3)c(=O)[nH]2)CC1
5,103,-7,0,-6,-1,101,-7,-10,-12,103,Cc1nnc(SCC(=O)NC2CCCCC2)n(N)c1=O
16,92,-6,-5,-5,-4,94,-11,-1,-41,100,CCNC(=S)N(Cc1cc2cc(C)ccc2[nH]c1=O)C1CCCC1
-12,102,-3,-3,-2,-2,108,-3,-5,-8,106,CC(CCn1cccn1)NC(=O)c1cc(COc2ccc(F)cc2Cl)on1 (centres undefined)
10,102,-8,0,-13,0,100,-12,-14,3,103,O=C(CCN1C(=O)COc2ccccc21)NCc1cccs1
14,?,-4,-3,-2,0,99,-1,-6,-25,100,COc1ccc(NC(=O)c2ccc3nc[nH]c3c2)c(OC)c1
39,103,9,8,4,4,104,8,9,52*,98,O=C(NCc1cccnc1)/C(=C\c1ccc(-c2ccc(Br)cc2)o1)S(=O)(=O)c1ccccc1
-4,108,-4,-3,-5,-6,102,-1,-4,-13,103,CC(/C=N/NC(=O)c1ccncc1)=C\c1ccc(C(C)C)cc1
